Screening results (PubChem BioAssay)
Cdc42 wt: human Cdc42 wildtype GTP binding change, either direction; AID 761; 190,000 compounds, 0.2% hits; percent activity (GTP binding), % at 10 µM; GST-Cdc42 beads, Bodipy-GTP binding, flow cytometry; actives lie on both sides; P60953;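 active = percent activity GTP binding at least 20 points away from the 100% baseline, either down as inhibitor or up as activator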;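 note: median bead fluorescence of bound Bodipy-FL-GTP at 100 nM; 0% = excess unlabeled GTP control and 100% = no compound control; below 100% means less GTP binding so inhibitor and above means activator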
Target sequence (P60953 whole entry, looked up): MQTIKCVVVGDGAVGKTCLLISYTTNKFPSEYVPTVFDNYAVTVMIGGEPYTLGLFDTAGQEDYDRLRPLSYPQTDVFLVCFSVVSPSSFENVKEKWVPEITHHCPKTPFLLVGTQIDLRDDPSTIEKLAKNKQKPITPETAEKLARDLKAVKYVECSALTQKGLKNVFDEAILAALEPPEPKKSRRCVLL
Rab7 wt modul: alters GTP binding to wildtype dog Rab7; GST-Rab7 beads, fluorescent GTP binding, flow cytometry; actives lie on both sides; untreated = 100%, excess cold GTP = 0%; GTP binding activity (percent of control), % at 10 µM; 190,000 compounds, 0.055% hits; AID 758;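 active = fluorescent GTP binding to Rab7 beads changed by at least 20 points from the 100% baseline, either direction, mostly lower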;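 note: median green fluorescence of bound Bodipy-FL-GTP per Rab7 bead population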
ABCB1 inh: inhibitors of human ABCB1 transporter, ABCG2 counter-screen. inhibition, % at 6.6 µM. CCRF-Adr cells, JC-1 efflux, flow cytometry. P08183. AID 1326. 190,000 compounds, 0.067% hits; in the data active = inhibition above about 40%;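 note: 0% = vehicle and 100% = reference inhibitor; higher value means more JC-1 retained so stronger ABCB1 efflux block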
Mcl1 Noxa PPI: disrupts binding of human Mcl-1 to Noxa peptide. inhibition, % at 21.7 µM. 220,000 compounds, 1.5% hits. TR-FRET Mcl-1/Noxa peptide binding, 2 h;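 active = compounds that cut the protein-peptide binding signal by more than 50% relative to plate controls in a single-dose test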;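 note: His-tagged Mcl-1 with rhodamine Noxa BH3 peptide and terbium anti-His antibody; 0% = Mcl-1 plus Noxa peptide wells and 100% = peptide-only wells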
Target sequence (Q07820 whole entry, looked up): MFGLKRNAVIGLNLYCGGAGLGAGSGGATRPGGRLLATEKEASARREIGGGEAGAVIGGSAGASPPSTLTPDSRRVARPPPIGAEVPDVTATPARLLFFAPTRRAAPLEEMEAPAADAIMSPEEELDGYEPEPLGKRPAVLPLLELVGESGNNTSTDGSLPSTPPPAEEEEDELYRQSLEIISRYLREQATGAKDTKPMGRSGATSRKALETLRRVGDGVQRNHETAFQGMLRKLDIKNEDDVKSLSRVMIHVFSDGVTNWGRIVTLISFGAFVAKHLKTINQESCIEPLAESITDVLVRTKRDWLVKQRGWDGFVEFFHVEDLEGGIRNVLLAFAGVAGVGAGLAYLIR
Pf gamet viab: P. falciparum stage V gametocyte viability inhibition; P. falciparum stage V gametocytes, ATP luminescence, 24 h; inhibition, % at 10.9 µM; 150,000 compounds, 0.065% hits;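 active = inhibition above the mean plus 3 SD of compounds within the control limits, set per campaign, cut at about 38% in these data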;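 note: 0% = DMSO wells and 100% = medium only without gametocytes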
Rab2A wt mod: changes GTP binding to wildtype dog Rab2A, up or down; GTP binding activity, % at 10 µM; P61105; GST-Rab2 wt beads, Bodipy-GTP binding, flow cytometry; 190,000 compounds, 0.19% hits;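 active = GTP binding activity at least 20 points away from 100%, either lowered or raised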;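 note: 0% = beads with excess unlabeled GTP and 100% = no-compound control corrected for plate trend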
HRas wt GTP: changes GTP binding to wildtype human HRas | GST-Ras wt beads, Bodipy-FL-GTP binding, flow cytometry; actives lie on both sides | 190,000 compounds, 0.14% hits | AID 759 | GTP binding activity, % at 10 µM | P01112;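 active = GTP binding activity at least 20% away from the 100% baseline, either lowered as inhibitor or raised as activator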;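 note: 0% = unlabeled GTP competition control and 100% = no-compound control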
Target sequence (P01112 whole entry, looked up): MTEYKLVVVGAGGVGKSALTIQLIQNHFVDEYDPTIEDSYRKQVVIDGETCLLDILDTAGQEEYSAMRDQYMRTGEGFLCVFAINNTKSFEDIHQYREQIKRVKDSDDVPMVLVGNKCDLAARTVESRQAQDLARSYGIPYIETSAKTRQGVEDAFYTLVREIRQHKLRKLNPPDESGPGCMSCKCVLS
ABCG2 block: human ABCG2 inhibition, ABCB1 as counter-screen; 190,000 compounds, 0.1% hits; AID 1325; IgMXP3 cells, JC-1 efflux, flow cytometry; inhibition, % at 6.6 µM;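 active = inhibition above 80%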;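 note: 0% = DMSO and 100% = nicardipine control wells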
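test system = two drug-resistant human cell lines, ABCG2 and ABCB1 | amount = 3 million cells/mL final, two lines in 1:1 ratio | reagent = JC-1 transporter substrate | doses = one concentration, 6.6 µM final | incubation = 10 min at 25 °C | signal = flow cytometric JC-1 green MFI at 530 nm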
Avidin fluor: avidin bead compound fluorescence profile. Avidin beads, compound fluorescence 488/530 nm, flow cytometry; hits give high values. fluorescence (KMESF) at 10 µM. 220,000 compounds, 0.38% hits; in the data active = fluorescence above about 47; note: inactives centre near 10
Rac1 wt modul: modulators of human Rac1 wildtype GTP binding. P63000. GST-Rac1 beads, fluorescent GTP binding, flow cytometry; actives lie on both sides; 0 = cold GTP competed, 100 = untreated. GTP binding activity (% of control), % at 10 µM. 190,000 compounds, 0.27% hits. AID 757;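 active = GTP binding activity at least 20 points away from the 100% control level, either lower or higher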
Rac1 mut GTP: alters GTP binding to activated mutant human Rac1; P63000; GST-Rac1 activated beads, fluorescent GTP binding, flow cytometry; actives lie on both sides; 100% means binding = to untreated wells; percent activity (GTP binding), % at 10 µM; 190,000 compounds, 0.11% hits; AID 764;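 active = GTP binding at least 20 percentage points away from the 100% baseline, in either direction, so actives lie on both sides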
* hit, by the source's call; . = not tested or not shown.

Compound	Rab2A wt mod	Avidin fluor	Rab7 wt modul	Rac1 mut GTP	Pf gamet viab	Rac1 wt modul	HRas wt GTP	ABCB1 inh	Cdc42 wt	ABCG2 block	Mcl1 Noxa PPI
CC(Oc1cccc(Cl)c1)C(=O)Nc1ccc([N+](=O)[O-])cn1 (stereo unspecified)	100	15	99	101	8	99	98	1.4	96	21	16
CCOC(=O)N1CCN(C(=O)Nc2ccc3nc(C)c(C)nc3c2)CC1	92	8	97	92	.	93	95	-0.3	95	-2	3
Cc1nc2ccccc2n1S(=O)(=O)c1ccc(S(=O)(=O)N2CCCCCC2)cc1	101	10	103	102	-4	107	104	0.5	108	5	17
CCSc1cc(N2CC(C)OC(C)C2)nc(-c2ccccc2Cl)n1 (stereo unspecified)	104	9	102	99	.	105	102	0.3	104	3	2
Cc1ccc(S(=O)(=O)N[C@H](C(=O)N2CCC3(O)CCCCC3C2)c2ccccc2)cc1 (stereo partly specified)	95	19	95	97	.	98	98	0.8	97	1	13
CC(=O)n1c2ccccc2c2ccccc21	98	7	98	96	.	100	99	0.6	99	13	-12
CCC(C)NC(=O)CSc1nc2ccsc2c(=O)n1NC(=O)c1ccccc1 (stereo unspecified)	100	3	101	97	3	100	99	0.2	98	1	24
N#C/C(=C\c1ccc([N+](=O)[O-])cc1)c1nc(C2CC2)cs1	98	14	96	99	.	101	99	-0.3	94	2	4
Cn1cc(SCC(=O)NCc2ccc(F)cc2)c2ccccc21	95	13	96	95	17	94	95	0.3	95	2	-3
CCc1ccc2nc3c(c(C(=O)O)c2c1)CCC3	98	18	101	96	15	102	99	1.6	99	11	20
Oc1ccccc1Nc1ncnc2c1oc1ccccc12	100	10	103	96	.	100	102	1.4	100	7	15
O=C(CCCn1c(=O)oc2ccccc21)NC1CCCCCC1	97	6	96	96	.	98	95	0.2	97	3	11

(more compounds)
Compound	Rab2A wt mod	Avidin fluor	Rab7 wt modul	Rac1 mut GTP	Pf gamet viab	Rac1 wt modul	HRas wt GTP	ABCB1 inh	Cdc42 wt	ABCG2 block	Mcl1 Noxa PPI
CC(=O)Nc1ccc(NS(=O)(=O)c2ccc(Cl)s2)cc1	96	9	103	93	.	97	96	0.5	95	3	24
NC(=O)c1ccc(C(=O)c2ccc([N+](=O)[O-])cc2)cc1	105	6	103	104	.	104	104	.	104	9	3
Cc1cccc(N(CC(N)=O)C2SC(=O)N(c3ccccc3)C2=O)c1 (stereo unspecified)	104	22	99	101	-15	102	106	-5.9	105	-6	10
Oc1ccc(Nc2nc(-c3ccc4ccccc4c3)cs2)cc1	98	9	103	96	.	99	96	1.4	97	37	48
COc1ccccc1N1CCN(C(=O)c2cc3c(s2)CCC3)CC1	104	10	96	101	.	109	100	2.5	102	13	16
C=CCNC(=S)NNC(=O)c1cc(O)ccc1O	99	12	104	97	-10	100	99	1.1	98	2	9
COc1ccc2c(c1)c(CC(=O)OCC(=O)O)c(C)n2C(=O)c1ccc(Cl)cc1	95	15	104	93	.	94	96	0.4	95	1	11
COCCCN(C(=O)c1cccnc1SC)c1c(N)n(Cc2ccccc2)c(=O)[nH]c1=O	101	14	98	99	2	102	102	0.0	103	1	2
Cc1cc(C)nc(SCc2cc(=O)c(OC(=O)c3ccc(Cl)c([N+](=O)[O-])c3)co2)n1	89	12	96	89	2	89	89	1.4	92	2	4
CCCCN(CC)CCNC(=O)C1c2cc(OC)c(OC)cc2C(=O)N2CCc3ccccc3C12 (stereo unspecified)	104	11	103	103	.	107	104	1.4	104	9	3
O=C(NNC(=S)Nc1ccc(Cl)c(Cl)c1)c1ccccn1	87	10	91	88	.	91	90	-0.7	88	0	-28
Oc1cc2c(cc1O)[C@@H](c1ccccc1)CNCC2	103	3	93	100	.	98	100	-0.4	102	2	67*

Part of the list above, with two lines to a compound.
Results follow in this order: Rab2A wt mod, Avidin fluor, Rab7 wt modul, Rac1 mut GTP, Pf gamet viab, Rac1 wt modul, HRas wt GTP, ABCB1 inh, Cdc42 wt, ABCG2 block, Mcl1 Noxa PPI
CC(=O)Nc1ccc(NS(=O)(=O)c2ccc(Cl)s2)cc1
→ 96, 9, 103, 93, ., 97, 96, 0.5, 95, 3, 24
Oc1cc2c(cc1O)[C@@H](c1ccccc1)CNCC2
→ 103, 3, 93, 100, ., 98, 100, -0.4, 102, 2, 67*

Carrying on.
Compound	Rab2A wt mod	Avidin fluor	Rab7 wt modul	Rac1 mut GTP	Pf gamet viab	Rac1 wt modul	HRas wt GTP	ABCB1 inh	Cdc42 wt	ABCG2 block	Mcl1 Noxa PPI
O=C(N/N=C/c1cccs1)c1c[nH]c2ccccc12	96	22	97	99	-17	103	97	-1.4	101	21	15
COc1ccc(Cl)cc1NC(=O)Cn1c(NCCO)nc2ccccc21	99	15	101	94	-12	100	99	0.1	95	0	12
O=C(N/N=C/c1ccc[nH]1)c1ccncc1	101	11	104	94	.	100	98	-0.1	98	1	-5
CNC(=O)CO/N=C/c1ccc(N(C)C)cc1	97	21	101	94	-28	96	98	0.1	97	0	13
CCOc1ccc(OCC)c(NC(=O)CSc2nc3c(c(=O)n(C)c(=O)n3C)n2CC)c1	98	10	97	99	6	100	99	0.4	99	2	7
COc1ccc(C(=O)NNC(=O)CSc2nc3c(c(=O)n(C)c(=O)n3C)n2C)cc1	101	13	106	99	15	101	99	1.2	100	16	9
O=C1[C@@H]2[C@H](C(=O)N1O)[C@H]1C=C[C@@H]2C1	101	10	99	98	.	101	103	0.9	104	3	28
Cc1ccc(OC(=O)CCC(=O)OCCCC(F)(F)C(F)(F)F)cc1	100	9	103	97	0	103	100	0.4	102	2	1
O=C1NC2(CCCCC2)NN1c1ccccc1	97	14	96	94	.	96	97	0.3	99	0	5
Cc1cc(C)nc(NC(=O)CSc2nc3ccccc3s2)n1	96	13	96	94	.	98	94	0.5	94	76	1
CCOC(=O)C1=C(c2ccccc2)N=C2SCC(=O)N2C1c1ccc(OC)c(OC)c1 (stereo unspecified)	102	8	102	100	.	105	102	1.6	102	1	8
Cc1ccc(C(=O)N2CCSC2=S)cc1	98	9	106	98	1	104	100	0.5	101	0	-1

The results go on:
Compound	Rab2A wt mod	Avidin fluor	Rab7 wt modul	Rac1 mut GTP	Pf gamet viab	Rac1 wt modul	HRas wt GTP	ABCB1 inh	Cdc42 wt	ABCG2 block	Mcl1 Noxa PPI
O=c1c2[nH]c3ccccc3c2ncn1C1CCCCC1	99	9	102	100	.	104	100	0.7	103	4	-4
CC(C)NC(=O)NC(=O)COC(=O)c1ccc(S(=O)(=O)Nc2ccccc2)cc1	99	20	97	95	-14	96	97	0.9	95	4	9
O=C(O)c1cn(-c2ccccc2)nc1C(=O)O	103	11	104	100	13	108	103	-0.1	102	0	10
Cc1cccc(C)c1NC(=O)N1CCC(N2CCCCC2)CC1	100	12	98	99	.	105	101	-1.4	102	2	-13
CC(=O)C1=C(O)C(=O)N(Cc2ccccc2)C1c1cccs1 (stereo unspecified)	96	171*	96	98	.	100	98	0.4	99	1	18
COc1ccc(CN2CCN(C(=O)C3CCC(CNS(=O)(=O)c4ccccc4)CC3)CC2)c(OC)c1OC (stereo unspecified)	96	20	101	94	-37	98	100	0.7	95	3	-19
CC(C)(CNc1ccc([N+](=O)[O-])cc1Cl)CNS(C)(=O)=O	101	11	101	101	-22	105	101	-0.5	104	7	-6
CC(C)NC(=O)c1ccccc1NC(=O)C1CCCO1 (stereo unspecified)	99	3	101	97	14	98	100	0.3	100	1	4
COc1cccc(NC(C)C(=O)N2CC(C)OC(C)C2)c1 (stereo unspecified)	101	10	103	100	-23	104	102	-5.5	102	-6	-9
O=C(NCc1ccccc1)c1ccc(/C=N/O)nc1	102	20	98	100	-6	108	100	-0.3	106	12	-5
CC(C)Cn1c(N)c(C(=O)COC(=O)CN2C(=O)C3CC=CCC3C2=O)c(=O)n(C)c1=O (stereo unspecified)	98	28	101	96	8	97	97	1.1	97	7	-4
CCc1ccc(NC(=O)CSCCN2C(=O)c3ccccc3C2=O)cc1	100	8	101	99	13	102	102	-0.4	103	-2	10

6 compounds picked at random from the list so far:
Compound	Rab2A wt mod	Avidin fluor	Rab7 wt modul	Rac1 mut GTP	Pf gamet viab	Rac1 wt modul	HRas wt GTP	ABCB1 inh	Cdc42 wt	ABCG2 block	Mcl1 Noxa PPI
CC(C)NC(=O)c1ccccc1NC(=O)C1CCCO1 (stereo unspecified)	99	3	101	97	14	98	100	0.3	100	1	4
CC(C)(CNc1ccc([N+](=O)[O-])cc1Cl)CNS(C)(=O)=O	101	11	101	101	-22	105	101	-0.5	104	7	-6
CCc1ccc(NC(=O)CSCCN2C(=O)c3ccccc3C2=O)cc1	100	8	101	99	13	102	102	-0.4	103	-2	10
CC(C)Cn1c(N)c(C(=O)COC(=O)CN2C(=O)C3CC=CCC3C2=O)c(=O)n(C)c1=O (stereo unspecified)	98	28	101	96	8	97	97	1.1	97	7	-4
O=c1c2[nH]c3ccccc3c2ncn1C1CCCCC1	99	9	102	100	.	104	100	0.7	103	4	-4
COc1cccc(NC(C)C(=O)N2CC(C)OC(C)C2)c1 (stereo unspecified)	101	10	103	100	-23	104	102	-5.5	102	-6	-9

Next section
Compound	Rab2A wt mod	Avidin fluor	Rab7 wt modul	Rac1 mut GTP	Pf gamet viab	Rac1 wt modul	HRas wt GTP	ABCB1 inh	Cdc42 wt	ABCG2 block	Mcl1 Noxa PPI
O=C(Nc1ccc(N2CCCC2)c(Cl)c1)c1ccc([N+](=O)[O-])cc1	102	6	102	102	-9	107	103	-0.8	101	-3	-5
Cc1ccc2c(c1)N(CCC(=O)NCC1CCCO1)C(=O)CO2 (stereo unspecified)	96	13	96	95	-16	101	99	1.2	99	9	-1
Cc1ccc(S(=O)(=O)N2CCCCCC2)cc1[N+](=O)[O-]	97	2	101	99	.	99	97	0.4	96	4	14
COc1ccc(OC)c(NC(=O)CSc2nc3ccccc3cc2Cc2ccccc2)c1	104	34	104	102	.	104	104	0.0	106	0	-7
COc1ccc(CCNC(=O)CCS(=O)(=O)c2cccc3nsnc23)cc1OC	100	6	101	98	.	104	100	0.5	101	1	13
COc1ccc(N2CCN(c3nc4c(c(=O)[nH]c(=O)n4C)n3Cc3cccc(C)c3)CC2)cc1	98	11	101	98	11	105	96	2.9	103	6	50

Rows are unselected. About 2.3% of those tested had a hit in this group.
